Screens from PubChem.
TEAD-YAP inh – TEAD-YAP interaction inhibition; HEK-TIYL cells, TEAD-Gal4/YAP UAS-luciferase luminescence; AID 1259422; inhibition, % at 9.12 µM; 1.4% of 640,000 active; in the data active = inhibition above about 32%;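 note: 0% = median of test compound wells and 100% = reference inhibitor wells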
GPR151 activ – activators of human GPR151; PathHunter beta-arrestin GPR151 cells, luminescence; Q8TDV0; 1% of 650,000 active; activation, % at 11.2 µM; AID 1508602; in the data active = activation above about 4.9%;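 note: 0% = median of compound wells and 100% = cells with positive control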
MITF inh – blocks human microphthalmia-associated transcription factor; 0.91% of 650,000 active; inhibition, % at 2.6 µM; AlphaScreen MITF homodimerization, bead proximity signal; O75030; in the data active = inhibition above about 50%;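 note: 0% = vehicle wells with protein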
FBW7 act – human FBW7 E3 ligase activation, primary screen; AlphaScreen FBW7–phospho-cyclin E peptide binding, activator screen; normalized activity (activation), % at 26.1 µM; Q969H0; 0.13% of 650,000 active; in the data active = normalized activity above about 1.9%;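 note: purified mutant Fbw7 with reduced substrate affinity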
Target sequence (Q969H0 whole entry, looked up): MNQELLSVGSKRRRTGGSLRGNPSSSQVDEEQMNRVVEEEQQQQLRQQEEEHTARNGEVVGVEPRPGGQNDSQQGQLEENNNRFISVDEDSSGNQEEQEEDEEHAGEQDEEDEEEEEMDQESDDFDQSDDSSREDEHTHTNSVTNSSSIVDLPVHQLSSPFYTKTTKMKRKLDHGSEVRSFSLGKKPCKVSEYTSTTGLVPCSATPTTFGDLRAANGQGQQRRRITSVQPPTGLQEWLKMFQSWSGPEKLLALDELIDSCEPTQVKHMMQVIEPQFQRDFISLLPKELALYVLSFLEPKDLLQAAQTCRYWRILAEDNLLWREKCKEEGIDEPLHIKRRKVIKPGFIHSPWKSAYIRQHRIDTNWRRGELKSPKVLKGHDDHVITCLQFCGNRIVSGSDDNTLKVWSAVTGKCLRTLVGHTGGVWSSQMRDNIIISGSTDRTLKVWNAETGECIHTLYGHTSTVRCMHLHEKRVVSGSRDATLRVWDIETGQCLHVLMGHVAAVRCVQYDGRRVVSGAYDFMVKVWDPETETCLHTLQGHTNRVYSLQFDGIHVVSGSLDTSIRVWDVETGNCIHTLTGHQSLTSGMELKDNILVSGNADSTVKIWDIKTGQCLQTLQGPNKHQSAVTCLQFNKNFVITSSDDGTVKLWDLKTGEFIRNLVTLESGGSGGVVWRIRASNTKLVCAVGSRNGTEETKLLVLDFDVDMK
* marks the source's active call; other numbers are inactive results.

mol,TEAD-YAP inh,GPR151 activ,MITF inh,FBW7 act
O=c1oc2ccccc2cc1Cl,0,-0.8,15,0.4
O=C(NCc1ccccc1)c1csc(Nc2cccnc2)n1,6,-0.1,10,0.0
CCOc1ccccc1C(=O)NC(C)c1ccccc1 (configuration not stated),-4,0.9,-7,0.0
COc1ccc2c(c1)CC(c1nc3ccc(-c4cn[nH]c4)cc3c(=O)[nH]1)CO2 (configuration not stated),3,3.3,7,-0.5
O=C(c1cc(=O)c(OCc2ccccc2)c[nH]1)N1CCc2ccccc21,-1,0.6,7,0.2
CCN(CC)c1ccc2cc(-c3nnc(Nc4ccccc4C(F)(F)F)s3)c(=O)oc2c1,4,-0.2,-9,-0.1
CC(C)(CNC(=O)c1cccc(Br)c1)N1CCOCC1,2,0.4,10,0.1
Cc1ccccc1NC(=O)Nc1ccnn1C1CCN(C2CCSCC2)CC1,-1,0.9,-27,0.4
O=C(/C=C/c1cccs1)OCc1nc2ccccc2s1,6,1.9,8,0.1
O=C1N[C@@H](COCc2ccccc2)C(=O)N2CCN(Cc3nc(-c4ccc(F)cc4)cs3)C[C@H]12,4,1.3,3,-0.3
Cc1cc(C)n(CCC(=O)NC(C)c2nc3cccnc3n2C(C)C)n1 (configuration not stated),3,-1.0,-9,0.1
COc1ccc(NC(=O)Cn2nc(C(F)(F)F)c(Cl)c2C)cc1OC,4,0.5,-12,-0.3
CCOC(=O)C1=C(C)N=c2s/c(=C/c3cccc(OCCOc4ccc(C)cc4)c3)c(=O)n2C1c1ccc(OC)cc1 (configuration not stated),-47,3.3,-15,-0.1
O=C(Nc1nnc(-c2ccc(Cl)s2)o1)c1ccc([N+](=O)[O-])s1,9,1.9,0,0.0
CC1=C(C(=O)OCC2CCCO2)C(c2ccc(C(F)(F)F)cc2)C2=C(CC(C)(C)CC2=O)N1 (configuration not stated),7,0.4,-4,0.2
COc1cc(NC(=O)NCCc2ccc3c(c2)CCCN3C)cc(OC)c1,4,-0.3,4,-0.3
NS(=O)(=O)c1ccc(NC(=S)NNC(=O)Cc2ccc([N+](=O)[O-])cc2)cc1,5,2.0,19,-0.1
Cc1cc(NC(=O)CN2CCC(n3nnc4cc(C(F)(F)F)ccc43)CC2)no1,4,4.1,0,-0.2
Cc1nnc(SCCC(C)C)[nH]c1=O,2,1.2,14,0.1
COc1ccc(C(=O)NN2C(=O)C3C(C2=O)C2C=CC3C23CC3)cc1 (configuration not stated),-5,0.5,9,0.1

Only TEAD-YAP inh, GPR151 activ and MITF inh, for some of the entries so far:
SMILES	TEAD-YAP inh	GPR151 activ	MITF inh
CCN(CC)c1ccc2cc(-c3nnc(Nc4ccccc4C(F)(F)F)s3)c(=O)oc2c1	4	-0.2	-9
CC(C)(CNC(=O)c1cccc(Br)c1)N1CCOCC1	2	0.4	10
Cc1ccccc1NC(=O)Nc1ccnn1C1CCN(C2CCSCC2)CC1	-1	0.9	-27

Molecules from the list above containing an NH in an aromatic ring:
mol,TEAD-YAP inh,GPR151 activ,MITF inh,FBW7 act
COc1ccc2c(c1)CC(c1nc3ccc(-c4cn[nH]c4)cc3c(=O)[nH]1)CO2 (configuration not stated),3,3.3,7,-0.5
O=C(c1cc(=O)c(OCc2ccccc2)c[nH]1)N1CCc2ccccc21,-1,0.6,7,0.2
Cc1nnc(SCCC(C)C)[nH]c1=O,2,1.2,14,0.1

Next section
mol,TEAD-YAP inh,GPR151 activ,MITF inh,FBW7 act
CSc1ccc(S(=O)(=O)NC(C)C)cc1,0,-1.2,2,-0.2
Cc1ccc(Nc2cc(=O)n(C)c(=O)[nH]2)cc1,-9,0.6,5,0.1
COC(=O)C1=CN(c2ccc(F)cc2)C=C(C(=O)OC)C1c1cccc([N+](=O)[O-])c1,-14,1.3,-2,0.2
O=C(NC(=S)Nc1cccc(-c2nc3ncccc3o2)c1)c1ccccc1Br,6,-1.4,-4,0.9
COc1cc(C(=O)OCC(=O)NC(C)C)c([N+](=O)[O-])cc1OC,6,-1.6,9,0.3
CCOC(=O)c1nc(NCc2ccccc2)sc1C,-22,-0.4,12,0.0
COc1cccc(-c2nc3n(n2)C(c2cccs2)C(C(=O)Nc2cccnc2)=C(C)N3)c1 (configuration not stated),-6,0.2,-14,0.5
CC(=O)NC/C(C)=N\Nc1cccc([N+](=O)[O-])c1,0,0.2,9,0.0
COC(=O)c1c(NC(=O)C(C)Oc2ccc(C)c(C)c2)sc2c1CCCC2 (configuration not stated),3,2.3,10,0.0
O=C1CSC2(C(=O)N(CN3CCOCC3)c3ccccc32)N1c1cccc(Cl)c1 (configuration not stated),8,1.9,3,0.0
CC1=C(C(=O)Nc2ccccc2)C(c2ccc(OC(=O)c3ccccc3)cc2)n2nnnc2N1 (configuration not stated),-3,-0.2,2,-0.1
N#Cc1ccccc1Cn1c(-c2ccc(F)cc2)noc1=O,4,-1.2,-7,-0.1
Cc1ccc(C)c(NS(=O)(=O)c2cc(C(=O)N3CCCC3)ccc2Cl)c1,3,0.4,-1,0.1
CCc1ccc(-n2c(SCC(=O)NC(C)CC)nc3n[nH]c(C)c3c2=N)cc1 (configuration not stated),6,-0.1,2,-0.1
Cc1cc(C)c2nc3c(C#N)c(C)cc(C)n3c(=O)c2c1,-23,1.7,2,0.2
Cc1ccc(Cn2cccc(NC(=O)Nc3cccc(C#N)c3)c2=O)cc1,20,-0.5,-4,0.0
Cn1c(C(=O)NCc2ccccc2Cl)cc2c(=O)n3ccccc3nc21,-19,0.1,13,0.0
COc1ccc(CNS(=O)(=O)c2ccc3c(c2)CCN3C(=O)C2CC2)cc1,2,0.2,-4,-0.2
COc1ccc(CN2C(=O)CC(C(=O)Nc3cc(Cl)c(OC(C)=O)c(Cl)c3)SC2=Nc2ccc(F)cc2)cc1 (configuration not stated),-1,-0.1,5,-0.2
O=C1C2C(C(=O)N1C1CCCCC1)C1C=CC2C12CC2 (configuration not stated),-15,-0.9,-6,0.0
COc1ccc2oc(=O)c(-c3csc(Nc4cccc(F)c4)n3)cc2c1,-3,2.1,-9,0.3
CN1CCN(C(=O)c2ccc(Sc3ccc(F)cc3)c([N+](=O)[O-])c2)CC1,5,1.0,7,-0.1
CCn1c2ccccc2c2cc(CNCCc3ccc4c(c3)OCO4)ccc21,-4,-0.5,27,-0.1
O=C(c1ccccc1)c1ccc(C(=O)N(C2CCCCC2)C2CCCCC2)o1,8,-0.5,4,-0.2
COc1ccc(Cl)cc1S(=O)(=O)N1CCN(CC(=O)Nc2cccc(F)c2)CC1,6,2.2,6,0.0
CCC1CCC2(CC1)SCC(=O)N2c1ccccc1 (configuration not stated),2,4.6,7,-0.1
COc1ccc(C(=O)OCC(=O)c2cccc3ccccc23)c(OC)c1OC,-6,-0.4,-6,0.0
COc1cc(C2NC(=O)C(O)=C2C(=O)c2ccco2)ccc1O (configuration not stated),-1,-0.4,8,-0.1
COc1ccc(OC)c(NC(=O)c2c(NCc3sccc3C)sc3c2CCCC3)c1,3,0.1,0,-0.3
CC(C)(C)NC(=O)C(c1ccccc1F)N(C(=O)c1csnn1)C1CCCCC1 (configuration not stated),7,1.5,-4,-0.1
COc1ccc(NC(=O)c2ccc(NS(=O)(=O)c3c(C)n[nH]c3C)cc2)cc1Cl,-5,0.6,-3,-0.2
O=C(NN1C(=O)c2ccccc2C1=O)c1cccc(N2C(=O)c3ccc([N+](=O)[O-])cc3C2=O)c1,0,-0.1,5,0.0
O=C(On1c(-c2ccccc2)nc2ccccc2c1=O)c1ccco1,-11,-0.9,14,0.8
COc1ccc(-c2cc(C(=O)OCC(=O)NC(C)(C)C)c3ccccc3n2)cc1OC,11,-0.3,5,0.2
Cc1cccc(NC(=O)CC2Nc3cccc4cccc(c34)NC2=O)c1 (configuration not stated),10,-0.1,9,0.0
Cc1cc2cc(C#N)c(N3CCCN(C(=O)Nc4cccc(C#N)c4)CC3)nc2cc1C,-2,0.4,3,0.2
COc1ccc(CN2CCN(CC(C)C)C(CCO)C2)c(O)c1 (configuration not stated),10,0.8,7,-0.1
CC(=O)Nc1cc(C(=O)OCC(=O)c2ccc(C)cc2)ccc1C,-60,0.7,22,0.4
COc1ccc2occ(C(=O)c3ccccc3)c2c1,-61,-1.8,-6,0.4
CCOC(=O)N1CCN(C(=O)CN2C(=O)CC(C)(C)S(=O)(=O)c3ccccc32)CC1,7,5.9*,3,0.1
Cc1cc2ncn(C(=O)c3c(-c4ccccc4)noc3C)c2cc1C,11,0.6,2,0.1
CCC1CCCCN1C(=O)c1sc2ncn(CC(=O)N(CC)CC)c(=O)c2c1C (configuration not stated),8,-0.1,3,0.2
O=C(c1ccccc1Sc1ccc([N+](=O)[O-])cc1Cl)N1CCOCC1,-12,1.2,11,-0.3
CN(C)CCNCc1ccc(-c2ccc(Cl)cc2)o1,3,-0.6,11,1.1
Cc1ccc(/C=C/C(=O)OCC(=O)/C=C2\N(C)c3ccccc3C2(C)C)o1,3,3.4,12,-0.1
COCCn1nnnc1C(c1ccccc1OC)N1CCN(C(=O)c2ccco2)CC1 (configuration not stated),2,-0.2,-6,0.1
NS(=O)(=O)c1ccc(-c2ccc(/C=c3/sc4nc5ccccc5n4c3=O)o2)cc1,9,0.3,2,-0.1
COc1ccc(-n2c(C)cc(C(=O)COC(=O)c3ccc([N+](=O)[O-])o3)c2C)cc1,10,-0.8,18,0.2
COc1cc(C)c(S(=O)(=O)NCc2cccnc2)cc1C(C)C,-1,0.1,-6,-0.2
Cc1ccc2nc(C)c(C(=O)N(C)Cc3ccccc3)n2c1,5,2.0,5,0.2
CC1=C(C(=O)OCCOc2ccccc2)C(c2cccc3ccccc23)C2=C(CC(C)(C)CC2=O)N1 (configuration not stated),-1,-0.8,-7,0.0
Cc1cccc(C(=O)N2CCN(c3ccc([N+](=O)[O-])cc3)CC2)c1,15,-1.1,5,0.2
Cn1c(=N)n(CCOc2ccccc2)c2ccccc21,-2,-0.4,11,0.1
COc1ccc(-n2nc(C(=O)N3CCC(C#N)CC3)c3c4ccccc4n(C)c3c2=O)cc1,-2,0.6,13,0.0
Cc1ccc(NC(=S)NC(=O)c2ccco2)c([N+](=O)[O-])c1,-22,1.2,12,0.1
COCCNC(=O)c1c(Cl)cccc1Cl,-3,2.0,-12,-0.1
Brc1ccc2[nH]c3nc4ccccc4nc3c2c1,-3,0.4,10,-0.1
COCCn1c(NC(=O)Nc2ccc(Cl)c(Cl)c2)c2ccccc2nc1=O,2,-1.7,-17,-0.4
C=CCNCCC1CCC(=O)N1Cc1cc(F)cc(F)c1 (configuration not stated),3,0.5,4,0.0
CCOP(=O)(CN(CCc1ccccc1)C(=S)Nc1ccc(C)c(C)c1)OCC,4,0.4,8,0.6

Continued:
mol,TEAD-YAP inh,GPR151 activ,MITF inh,FBW7 act
N#Cc1cc2cc3c(cc2nc1NCCNC(=O)Nc1ccccc1F)OCO3,-4,4.4,-14,0.1
O=C(NC1CCC(O)CC1)c1cc(-c2ccco2)nc2ccccc12 (configuration not stated),0,-1.5,22,0.2
CC(=O)N1CN2CN(C(C)=O)CC(C(O)c3ccc([N+](=O)[O-])cc3)(C2)C1 (configuration not stated),-12,-1.0,15,0.6
C[C@H]1NC(=O)[C@@H]2C[C@H](NCc3cccc4cccnc34)CN2C1=O,4,8.6*,12,-0.1
Fc1ccc(CN2CCc3nncn3CC2)cc1F,1,1.0,1,-0.1
COc1ccccc1/C=C1\N=C(c2ccc(OC)c(OC)c2)N(c2cccc(F)c2)C1=O,5,0.5,-10,-0.2
CCN(CC)CCCNC(=O)c1sc2ncn(CC(=O)N3CC(C)CC(C)C3)c(=O)c2c1C (configuration not stated),1,0.3,3,0.0
CC1CN(c2ccc([N+](=O)[O-])cc2)CCN1/C(=N\O)c1nonc1N (configuration not stated),8,-1.7,-12,-0.1
OCCCc1nc2n(n1)C(c1ccccc1)C=C(c1ccc(F)cc1)N2 (configuration not stated),-4,1.3,5,0.1
COc1cccc(/C=N/NC(=O)Cc2cc(=O)[nH][nH]2)c1OC,9,1.0,11,0.1
CCN(CC)CCN=Cc1c(O)n(-c2ccc(Cl)cc2)c(=O)[nH]c1=O,5,-0.1,13,0.0
CCn1cc(CN2CCN3C(=O)[C@@H](CC(C)C)NC(=O)[C@H]3C2)c(C)n1,0,0.7,-14,0.0
COc1ccc(C(=O)NCCc2c(C)[nH]c3ccc(OCc4ccccc4)cc23)cc1OC,-1,1.8,10,0.0
O=C(O)c1cccc(S(=O)(=O)N2CCC(Cc3ccccc3)CC2)c1,-7,-1.3,-3,0.1
Cc1ccc(C(=O)NC(=O)CSc2nnc(C)s2)cc1,13,-0.8,10,0.3
CC(C)NC(=O)C1CC2CCCN2C12C(=O)Nc1ccccc12 (configuration not stated),-1,2.3,11,-0.1
COCCC(=O)Nc1ccc2c(c1)CN(C(=O)c1ccc(CSC)o1)CC2,-14,9.4*,17,0.4
CC(=O)N1CCN(C(c2ccc(F)cc2)c2ccc(F)cc2)CC1,-2,1.2,-1,0.1
CCOc1ccc(CC(=O)C(C#N)c2nc3ccccc3s2)cc1 (configuration not stated),2,-0.1,12,0.1

An unsorted share of the library, and some 3.4% of all compounds hit somewhere here.
